From PubChem BioAssay
M. tuberculosis: growth inhibition of non-replicating M. tuberculosis (AID 488890) | Mycobacterium tuberculosis non-replicating, growth inhibition; higher % means a stronger effect | inhibition, % at 25 µM; hits with a dose series show IC50 in µM | 320,000 tested, 0.39% active; in the data active = a potency from the dose series; inconclusive = inhibition mostly from about 82% at the one dose, without a potency; inactive = the rest, 99 in 100 with inhibition below about 76%;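 also: plate controls were DMSO cells for no effect and high antibiotic wells for full effect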
Salmonella PhoP GFP: PhoP regulon inhibitors, Salmonella typhi PhoP promoter GFP reporter, confirmatory (AID 1850). inhibition, % at 50 µM; hits with a dose series show IC50 in µM. Salmonella Typhi PhoP-promoter GFP reporter, fluorescence, 4 h; higher % means a stronger effect. 310,000 tested, 0.33% active; in the data active = a potency from the dose series; inconclusive = inhibition mostly from about 25% at the one dose, without a potency; inactive = the rest, 99 in 100 with inhibition below about 19%;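 also: 0% = induced wells with vehicle and 100% = uninduced wells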
VEEV TC-83 Vero: inhibitors of VEEV TC-83 cytopathic effect, confirmation, Vero cells (AID 588727); Vero cells, VEEV TC-83 cytopathic effect inhibition; higher % means a stronger effect; inhibition, % at 20 µM, or IC50 in µM where a hit was titrated; 350,000 tested, 0.13% active; in the data active = a potency from the dose series; inconclusive = inhibition mostly from about 14% at the one dose, without a potency; inactive = the rest, 99 in 100 with inhibition below about 12%; also: strong numbers were not always called active
H37Rv inhibition: M. tuberculosis growth inhibition, HTS (AID 449762); 330,000 tested, 0.59% active; M. tuberculosis H37Rv growth inhibition, 7H9 media; higher % means a stronger effect; inhibition, % at 25 µM, or IC50 in µM where a hit was titrated; in the data active = a potency from the dose series; inconclusive = inhibition above about 70% without an active follow-up result;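 also: bacterial growth assessed after seven days of incubation; strong numbers were not always called active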
influenza NS1A: H1N1 influenza NS1A inhibitors, functional cell based assay (AID 504329); NS1A functional cell-based assay, percent inhibition; higher % means a stronger effect; inhibition, % at 12.5 µM; hits with a dose series show IC50 in µM; 340,000 tested, 0.3% active; in the data active = a potency from the dose series; inconclusive = inhibition above about 27% without an active follow-up result; also: strong numbers were not always called active
VEEV TC-83 Vero 10K pilot screen: recorded beside VEEV TC-83 Vero, whose call it bears; inhibition, %; measured here: 10K pilot screen inhibition
Active calls of the source: *; i = inactive; ? = inconclusive; . = not tested or not shown; & = joins results of further samples.

SMILES	M. tuberculosis	Salmonella PhoP GFP	VEEV TC-83 Vero	H37Rv inhibition	influenza NS1A	others
O=C(Nc1ccc(N2CCCCC2)cc1)c1ccc([N+](=O)[O-])o1	?	1%	13%	?	17%
COc1ccccc1CNC(=O)[C@H](C)NC(=O)C1CCN(C(=O)[C@@H](N)C(C)C)CC1	-7%	5%	0.3%	-11%	7%
COc1ccc(C2=NN(C(=O)CCC(=O)O)C(c3cccs3)C2)cc1OC (centres undefined)	-14%	-1%	i	-11%	4%
O=C(CCC(=O)N1CCSc2ccccc21)Nc1ccc(F)cc1	21%	-5%	9.5%	-3%	-12%	VEEV TC-83 Vero 10K pilot screen=1.2
Cc1ccc(Oc2nc(CN3CCOCC3)nc3sc4c(c23)CCC(C)C4)cc1C (centres undefined)	53%	7%	0.8%	?	6%
Cc1ccc2nc(NC(=O)C3CCCN3C(=O)OC(C)(C)C)sc2c1 (centres undefined)	9%	-7%	2.6%	5%	9%
Cc1ccc(S(=O)(=O)N2CCN(S(=O)(=O)c3ccc4c(c3)OCCO4)CC2)cc1	2%	-4%	2.2%	8%	5%
C=C(CCC(=O)c1ccccc1)C(=O)c1ccccc1	?	-2%	?	7.3µM*	-4%
O=C(Nc1cnn(Cc2ccc(F)cc2)c1)c1cnccn1	5%	4%	0.8%	-2%	8%
NC(=O)CCNC(=O)c1ccc(Cl)cc1	-3%	4%	i	-6%	1%
CCOC(=O)Cn1cc(Cl)c(=O)c(Cl)c1	-14%	7%	i	-17%	-6%
Cc1ccc(S(=O)(=O)N2CCN(Cc3ccccc3)CC2)s1	16%	.	3.6%	9%	-9%
Cc1nnc(SCCC(=O)Nc2ccc(Cl)cc2)o1	i	-5%	i	-2%	-1%
COc1ccc(C(CC(=O)N2CCN(c3ccccc3)CC2)c2c(OC)cc(OC)c3ccc(=O)oc23)cc1 (centres undefined)	15%	-2%	0.7%	59%	2%
CCn1c(SCc2nc(-c3ccccc3)no2)nnc1-c1cccs1	-1%	-19%	3.0%	-4%	-6%
CCOc1ncccc1C(=O)OCC(=O)c1ccc(F)cc1	47%	-2%	1.4%	24%	6%
CC(C)OCCCNC(=O)c1cc2c(=O)n(C)c3ccccc3c2n1C	-20%	0%	9.5%	-3%	0%
Nc1nc(CSC(=S)N2CCN(c3ccccc3)CC2)nc(Nc2ccccc2)n1	21%	0%	8.4%	62%	25%
Cc1ccc(S(=O)(=O)N2CCOCC2)cc1NC(=O)CN(C)C1CCS(=O)(=O)C1 (centres undefined)	3%	8%	2.6%	-2%	0%
COc1cc(/C=C(\C#N)c2nc(-c3cc4ccccc4oc3=O)cs2)ccc1O	0%	-5%	13%	17%	-4%
CC(=O)Nc1cccc(S(N)(=O)=O)c1C	-6%	8%	i	-2%	-12%
CC(NC(=O)COC(=O)CNS(=O)(=O)/C=C/c1ccccc1)c1ccccc1 (centres undefined)	2%	.	i	1%	-1%
Cc1ccc(NC(=O)c2cccc(N3C(=O)CCC3=O)c2)nc1	2%	2%	2.3%	-6%	-22%
O=C1CSC2(CCCCC2)N1CCO	6%	-9%	2.7%	3%	4%
C=C(C)COc1ccc2c(CC)cc(=O)oc2c1	20%	7%	0.4%	-3%	-14%
COc1ccc2nc(N3CCN(C(=O)C4COc5ccccc5O4)CC3)sc2c1 (centres undefined)	-14%	-3%	8.3%	?	4%
COC(=O)c1ccc(NC2=CC(=O)CC(C)(C)C2)cc1	1%	-8%	0.5%	3%	2%
C[C@@H]1NC(=O)OC1c1ccco1 (some centres undefined)	3%	.	1.1%	-9%	2%
O=C(c1cn(Cc2ccccc2F)c2ncccc12)C(F)(F)F	14%	-9%	2.6%	-5%	-1%
COc1ccccc1/C=C1/C(=O)N(c2ccccc2)N=C1C	-5%	0%	0.4%	-2%	-1%
CC(C)CCNC(=O)c1ccc2c(c1)ncn2C1CCCC1	17%	-3%	0.6%	3%	8%
Cc1cccc(OCC(=O)N/N=C/CC(C)c2ccccc2)c1C (centres undefined)	-4%	-3%	0.4%	0%	2%
COC(=O)c1cccc(Oc2nc3c(c(=O)n(C)c(=O)n3C)n2C(C)C)c1	.	-9%	2.4%	-5%	33%
CCOC(=O)CSc1nc2c(c(=O)[nH]1)C(C)(CC)Cc1ccccc1-2 (centres undefined)	19%	-14%	i	5%	-24%
O=C(NCC1CCCO1)C1CCCN(S(=O)(=O)c2ccc(Cl)cc2)C1 (centres undefined)	-7%	-1%	i	-9%	-9%
O=C(NC(=S)Nc1ccc(CN2CCOCC2)cc1)c1ccc2c(c1)OCCO2	?	10%	4.0%	?	2%
CN(CC(=O)N1CCCC1)S(=O)(=O)c1cccc(Cl)c1	-3%	19%	0.9%	0%	-4%
Cc1ccc(S(=O)(=O)N2CCC(C(=O)OCC(=O)NCc3ccco3)CC2)cc1C	-10%	-3%	0.2%	-2%	4%
CC(=O)NC1=NN(C(C)=O)C2(S1)C(=O)N(C(C)C)c1ccc(C)cc12 (centres undefined)	-7%	13%	0.9%	-4%	8%
O=C(c1cncc(Br)c1)N1CCN(S(=O)(=O)c2ccc(Cl)cc2)CC1	1%	-4%	1.4%	-5%	-8%
COc1ccc(C(=O)Nc2ncc(C)s2)cc1S(=O)(=O)N1CCCC1	10%	13%	3.3%	1%	-5%
COc1ccc(NC(C)=O)cc1NC(=O)c1cccc(C(F)(F)F)c1	8%	-2%	1.3%	-6%	3%
c1coc(-c2nn3c(Cn4nnc5ccccc54)nnc3s2)c1	3%	0%	1.9%	-3%	-2%
COc1cc(OC)c(NS(=O)(=O)c2cc(Br)cnc2N)cc1Cl	-5%	0%	2.8%	-3%	-3%
CCC(C)C(=O)Nc1c2c(nc3c1CCC3)CCCC2 (centres undefined)	-5%	-15%	1.0%	-8%	8%
O=C(COC(=O)c1ccc[nH]c1=O)c1ccc(Cl)s1	22%	-8%	1.0%	-4%	-5%
O=[N+]([O-])c1ccccc1S(=O)(=O)N1CCN(Cc2ccccc2)CC1	22%	-3%	1.3%	2%	-7%
CCN(Cc1ccccc1)c1ccc(/C=N/NC(=S)NC(C)C)cc1	-18%	-5%	3.3%	11%	5%

Structures listed so far with two or more sulfur atoms, in the order listed:
SMILES	M. tuberculosis	Salmonella PhoP GFP	VEEV TC-83 Vero	H37Rv inhibition	influenza NS1A	others
Cc1ccc(S(=O)(=O)N2CCN(S(=O)(=O)c3ccc4c(c3)OCCO4)CC2)cc1	2%	-4%	2.2%	8%	5%
Cc1ccc(S(=O)(=O)N2CCN(Cc3ccccc3)CC2)s1	16%	.	3.6%	9%	-9%
CCn1c(SCc2nc(-c3ccccc3)no2)nnc1-c1cccs1	-1%	-19%	3.0%	-4%	-6%
Nc1nc(CSC(=S)N2CCN(c3ccccc3)CC2)nc(Nc2ccccc2)n1	21%	0%	8.4%	62%	25%
Cc1ccc(S(=O)(=O)N2CCOCC2)cc1NC(=O)CN(C)C1CCS(=O)(=O)C1 (centres undefined)	3%	8%	2.6%	-2%	0%
COc1ccc(C(=O)Nc2ncc(C)s2)cc1S(=O)(=O)N1CCCC1	10%	13%	3.3%	1%	-5%

(cont.)
SMILES	M. tuberculosis	Salmonella PhoP GFP	VEEV TC-83 Vero	H37Rv inhibition	influenza NS1A	others
CC(=O)Oc1cc(OC(C)=O)c2c(C)cc(=O)oc2c1	8%	-7%	0.9%	-1%	2%
COc1ccc(NC(=O)Nc2ccc3c(c2)C(=O)N([C@H](C)CO)C[C@H](C)[C@@H](CN(C)S(=O)(=O)c2ccc(OC)cc2)O3)cc1	47%	.	1.8%	4%	5%
COc1cc(OC)cc(C(=O)N[C@H](C(=O)N2CCc3ccccc32)C(C)C)c1	4%	-2%	i	3%	0%
CCC1(c2ccc(F)cc2)NC(=O)N(CC(=O)N(C)C2CCS(=O)(=O)C2)C1=O (centres undefined)	-1%	11%	0.0%	-18%	-5%
COc1cc(F)c(C2=CC(=O)C[C@H](c3ccc(F)cc3)C2)cc1F	-12%	.	i	-11%	5%
COc1ccccc1CN1C[C@@H]2C[C@@H](C3=Cc4cccc(OC)c4OC3)N3CCC[C@@]23C1=O	3%	-6%	0.2%	-2%	11%	VEEV TC-83 Vero 10K pilot screen=0.0
Cc1ccccc1C(=O)NCCN=C1NS(=O)(=O)c2ccccc21	.	14%	6.5%	-6%	6%
CCN(CC)C(=O)CC(c1ccc(OC)cc1)c1c(O)cc(OC)cc1OC (centres undefined)	-7%	0%	0.8%	-4%	4%
COc1ccc(CN2CCN(Cc3ccco3)CC2)cc1	-7%	8%	0.8%	6%	-7%
CCCN1CCN(C(=O)Cn2ncc3ccccc32)CC1	1%	-9%	0.9%	-2%	6%
O=C(O)c1cc(-c2cccc([N+](=O)[O-])c2)nc2ccccc12	2%	-6%	i	1%	4%
CC(=O)c1cccc(NC(=O)COC(=O)c2ccc3c(c2)OCCO3)c1	9%	-1%	1.1%	31%	-6%
CCOCC(=O)Nc1ccc(S(=O)(=O)Nc2nccs2)cc1	72%	-7%	0.1%	-4%	-4%
CSc1nc(Cl)c(C#N)c(-c2ccc(C)cc2)n1	59%	-8%	0.1%	6%	-6%
COc1cc2c(cc1OC)[C@@H](NC(=O)C(C)C)[C@H](O)C2	.	.	i	.	14%
COC(=O)c1ccc(NS(=O)(=O)c2cc3c4c(c2)C(C)C(=O)N4CCC3)cc1 (centres undefined)	20%	2%	2.7%	-5%	-9%
CSc1ncccc1C(=O)OCC(=O)Nc1cccc(S(=O)(=O)N2CCOCC2)c1	9%	.	1.0%	3%	-3%
CCS(=O)(=O)c1ccc(-c2csc(-c3ccccc3Cl)n2)c(Cl)c1Cl	1%	-1%	1.6%	2%	11%
CC(C)NC(=O)COC(=O)c1cccc(NS(=O)(=O)/C=C/c2ccccc2)c1	20%	-5%	2.2%	1%	-13%
O=C(c1ccccn1)c1cc2ccccc2n1S(=O)(=O)c1ccccc1	-9%	-3%	1.0%	2%	-4%
CSc1ccc(C#N)cc1NC(=O)c1cccnc1Cl	2%	-5%	0.5%	3%	-2%
CCOc1ccc(CCNC(=O)C2CCN(S(=O)(=O)N3CC(C)CC(C)C3)CC2)cc1OCC (centres undefined)	0%	1%	2.4%	-4%	10%
O=c1cc(N2CCCCC2)c(-c2ccccc2)nn1Cc1ccccc1Cl	24%	2%	2.4%	9%	-2%
O=C(NC1CCCCC1)C(c1cccs1)N(Cc1cccs1)C(=O)c1ccco1 (centres undefined)	29%	-12%	1.6%	10%	7%

Quoted at random: two entries already listed, in no set order.
SMILES	M. tuberculosis	Salmonella PhoP GFP	VEEV TC-83 Vero	H37Rv inhibition	influenza NS1A	others
Cc1ccc(S(=O)(=O)N2CCC(C(=O)OCC(=O)NCc3ccco3)CC2)cc1C	-10%	-3%	0.2%	-2%	4%
Cc1ccc(NC(=O)c2cccc(N3C(=O)CCC3=O)c2)nc1	2%	2%	2.3%	-6%	-22%

The list goes on:
SMILES	M. tuberculosis	Salmonella PhoP GFP	VEEV TC-83 Vero	H37Rv inhibition	influenza NS1A	others
COc1ccc(Cn2nnnc2CN(Cc2cc3ccc(C)cc3[nH]c2=O)C2CCCC2)cc1	1%	-1%&-8%	0.5%	11%	-14%
CCN=C(Nc1ccc2c(c1)OCO2)SC1CC(=O)N(c2ccc(OC)cc2)C1=O (centres undefined)	8%	-4%	7.6%	3%	11%
COc1ccc(/C=C/C(=O)OCC(=O)NC2CCCC2)cc1	43%	.	1.5%	10%	-7%
CCOC(=O)c1c(CS(=O)(=O)c2ccccc2)n(C)c2cc(Br)c(O)c(CN(C)C)c12	5%	-3%	8.8%	7%	6%
O=C(CSc1n[nH]c(=O)[nH]c1=O)c1ccccc1[N+](=O)[O-]	5%	-4%	i	-5%	17%
